Source: PubChem BioAssay
PRC2 inh: EZH2/PRC2 methyltransferase inhibitors, primary screen, biochemical, DELFIA time-resolved fluorescence, single point; Histone-lysine N-methyltransferase EZH2 (Homo sapiens), Q15910; PRC2 H3K27 methylation, DELFIA TRF, 1 h; inhibition, % at 12.5 µM; 57,000 compounds, 0.35% hits; AID 651548, 2012;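 active = mean inhibition of replicates at least 50% and every single replicate also reaching 50%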;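 note: dimethyl H3K27 on biotinylated H3 21-44 peptide detected by antibody; plate controls were median neutral control wells for no effect and median positive control wells for full effect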
IDH1 mut inh: inhibitors of IDH1 R132H reductase, primary screen, biochemical, plate reader, single point. 70,000 compounds, 0.18% hits. Isocitrate dehydrogenase [NADP] cytoplasmic (Homo sapiens), O75874. diaphorase/resazurin fluorescence, 60 min. AID 624101, 2012. inhibition, % at 10 µM; in the data active = inhibition above about 34%;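 note: 0% = DMSO and 100% = no enzyme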
Target sequence (O75874 whole entry R132H): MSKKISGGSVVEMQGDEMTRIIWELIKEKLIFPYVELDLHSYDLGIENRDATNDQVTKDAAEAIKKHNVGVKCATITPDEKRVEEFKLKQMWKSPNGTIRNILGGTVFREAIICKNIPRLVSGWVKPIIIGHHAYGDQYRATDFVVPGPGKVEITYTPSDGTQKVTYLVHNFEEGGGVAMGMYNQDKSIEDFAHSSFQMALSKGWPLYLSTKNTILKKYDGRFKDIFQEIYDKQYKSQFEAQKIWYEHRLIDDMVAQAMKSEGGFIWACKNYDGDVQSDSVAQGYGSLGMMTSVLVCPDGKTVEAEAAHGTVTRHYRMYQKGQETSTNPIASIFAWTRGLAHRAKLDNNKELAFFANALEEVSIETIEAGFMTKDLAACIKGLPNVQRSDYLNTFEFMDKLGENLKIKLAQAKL
* hit, by the source's call; nt = not tested or not shown.

Every second line gives: PRC2 inh | IDH1 mut inh
C[C@@H]1CCCCO[C@H](CN(C)C)[C@H](C)CN([C@H](C)CO)C(=O)c2cc(NC(=O)Nc3cccc4ccccc34)ccc2O1
  -16 | -14
C[C@H]1CN([C@@H](C)CO)C(=O)c2cc(-c3ccc(C#N)cc3)cnc2O[C@H]1CN(C)Cc1ccncc1
  -6 | -5.3
COc1ccc(CCNC(=O)[C@@H]2c3ccccc3C(=O)N(CC34CC5CC(CC(C5)C3)C4)[C@H]2c2ccc(CO)cc2)cc1
  -1 | nt
C[C@H](CO)N1C[C@H](C)[C@@H](CN(C)Cc2ccc(C(F)(F)F)cc2)Oc2c(NS(C)(=O)=O)cccc2C1=O
  1 | 3.6
COc1cc(C(=O)NCc2ccccn2)c([N+](=O)[O-])cc1OC
  -12 | -0.2
C[C@H]1CN([C@@H](C)CO)S(=O)(=O)c2ccc(-c3ccc(C(=O)N(C)C)cc3)cc2O[C@H]1CN(C)C
  -1 | -1.0
Cc1noc(C)c1NC(=O)N(C)C[C@H]1Oc2ccc(NC(=O)C3CC3)cc2C(=O)N([C@@H](C)CO)C[C@H]1C
  -6 | 0.9
C[C@H](CO)N1C[C@H](C)[C@H](CN(C)Cc2ccc(C(=O)O)cc2)Oc2c(NS(C)(=O)=O)cccc2C1=O
  nt | 0.0
O=C(C[C@@H]1CC[C@@H](NC(=O)CC2CC2)[C@@H](CO)O1)NCC(F)(F)F
  -13 | -0.4
O=C(C[C@@H]1C[C@H]2c3cc(NC(=O)NC4CCCC4)ccc3O[C@H]2[C@@H](CO)O1)NCc1ccc(Oc2ccccc2)cc1
  -14 | -0.4

Further records.
Every second line gives: PRC2 inh | IDH1 mut inh
CS(=O)(=O)N(CC(=O)Nc1ccccc1C(=O)N1CCOCC1)c1ccc(I)cc1
  7 | -0.3
Cc1ccc(NC(=O)c2ccco2)c(NC(=O)CCN2C(=O)c3ccccc3C2=O)c1
  -7 | 0.5
O=C(CN1CCOCC1)N[C@@H]1CC[C@@H](CCNC(=O)Nc2cc(F)ccc2F)O[C@H]1CO
  2 | -0.1
COc1ccc(OCC(=O)Nc2ccc3nn(-c4ccc(Cl)cc4)nc3c2)cc1
  14 | -0.5
C[C@H](CO)N1C[C@H](C)[C@@H](CN(C)C(=O)C2CCCCC2)OCCCC[C@H](C)Oc2ccc(NC(=O)c3ccncc3)cc2C1=O
  5 | 1.8
CC(=O)Nc1ccc(NC(=O)CSc2nnc(-c3ccc(N)cc3)n2C)cc1
  4 | -0.8
C[C@H](CO)N1C[C@H](C)[C@@H](CN(C)C(=O)Nc2cccc3ccccc23)Oc2c(NC(=O)C3CC3)cccc2C1=O
  8 | 0.7
CO[C@H]1CN(C)C(=O)c2ccc(NC(=O)Nc3cccc(Cl)c3)cc2OC[C@H](C)NC[C@H]1C
  0 | -0.6
CO[C@H]1CN(C)C(=O)c2ccc(NS(=O)(=O)c3cccc(Cl)c3)cc2OC[C@@H](C)NC[C@@H]1C
  4 | -0.1
CO[C@H]1CN(C)C(=O)c2cc(NC(C)=O)ccc2OC[C@H](C)N(Cc2ccc(F)cc2)C[C@H]1C
  8 | 0.6

Quoted at random: two entries already listed
Every second line gives: PRC2 inh | IDH1 mut inh
CS(=O)(=O)N(CC(=O)Nc1ccccc1C(=O)N1CCOCC1)c1ccc(I)cc1
  7 | -0.3
COc1ccc(OCC(=O)Nc2ccc3nn(-c4ccc(Cl)cc4)nc3c2)cc1
  14 | -0.5

Reformatted with tabs: entries from further up.
SMILES	PRC2 inh	IDH1 mut inh
O=C(CN1CCOCC1)N[C@@H]1CC[C@@H](CCNC(=O)Nc2cc(F)ccc2F)O[C@H]1CO	2	-0.1
Cc1ccc(NC(=O)c2ccco2)c(NC(=O)CCN2C(=O)c3ccccc3C2=O)c1	-7	0.5
CO[C@H]1CN(C)C(=O)c2ccc(NS(=O)(=O)c3cccc(Cl)c3)cc2OC[C@@H](C)NC[C@@H]1C	4	-0.1
CO[C@H]1CN(C)C(=O)c2cc(NC(C)=O)ccc2OC[C@H](C)N(Cc2ccc(F)cc2)C[C@H]1C	8	0.6
C[C@H](CO)N1C[C@H](C)[C@@H](CN(C)C(=O)C2CCCCC2)OCCCC[C@H](C)Oc2ccc(NC(=O)c3ccncc3)cc2C1=O	5	1.8

The listing continues:
Every second line gives: PRC2 inh | IDH1 mut inh
C[C@@H]1CCCCO[C@H](CN(C)CC2CC2)[C@H](C)CN([C@@H](C)CO)C(=O)c2cc(NC(=O)NC3CCCCC3)ccc2O1
  nt | 6.8
Cc1noc(C)c1NC(=O)N(C)C[C@H]1Oc2c(cccc2N(C)C)C(=O)N([C@@H](C)CO)C[C@@H]1C
  -6 | -1.1
Cc1ccc(S(=O)(=O)Nc2ccc3c(c2)C(=O)N([C@@H](C)CO)C[C@@H](C)[C@@H](CN(C)S(=O)(=O)c2ccccc2)OCCCC[C@H](C)O3)cc1
  nt | 0.6
C[C@@H]1CN([C@@H](C)CO)C(=O)c2cc(NC(=O)C3CCCCC3)ccc2O[C@@H](C)CCCCO[C@@H]1CN(C)C(=O)NC1CCCCC1
  nt | 1.0
C[C@H](CO)N1C[C@H](C)[C@H](CN(C)C(=O)Nc2ccnc(N3CCOCC3)c2)OCc2cnnn2CCCC1=O
  -1 | 1.4
C[C@@H]1CCCCO[C@@H](CN(C)C(=O)C2CCCCC2)[C@@H](C)CN([C@@H](C)CO)C(=O)c2cc(NS(=O)(=O)c3ccccc3)ccc2O1
  nt | -0.1
C[C@H]1CCCCO[C@@H](CN(C)C(=O)CCCN(C)C)[C@@H](C)CN([C@@H](C)CO)C(=O)c2cc(NC(=O)Nc3ccc(F)cc3)ccc2O1
  nt | 7.2
CCCNC(=O)N(C)C[C@@H]1Oc2cc(-c3ccncc3)ccc2S(=O)(=O)N([C@@H](C)CO)C[C@H]1C
  nt | 0.9
CCN(CC)CCSc1nnc2c3ccccc3n(CC)c2n1
  -4 | 0.0
CO[C@@H]1CN(C)C(=O)c2cc(NC(=O)C3CCOCC3)ccc2OC[C@H](C)N(CC2CC2)C[C@H]1C
  -1 | 0.2

Other structures.
Every second line gives: PRC2 inh | IDH1 mut inh
Cc1noc(C)c1NC(=O)N(C)C[C@H]1Oc2ccc(NC(=O)CCN3CCOCC3)cc2CC(=O)N([C@@H](C)CO)C[C@H]1C
  nt | -1.6
CC1=C(C/C=N/NC(=O)CCCCCCC(=O)Nc2ccccc2O)C(C)(C)CCC1
  11 | nt
CC(=O)N(C)C[C@H]1Oc2ncc(C#Cc3ccccc3)cc2C(=O)N([C@@H](C)CO)C[C@@H]1C
  nt | -0.6
CCCN(C)C[C@@H]1OCCCC[C@@H](C)Oc2ccc(NS(=O)(=O)c3cccs3)cc2C(=O)N([C@H](C)CO)C[C@@H]1C
  nt | 1.6
O=C(C[C@@H]1CC[C@@H](NC(=O)c2cccnc2)[C@@H](CO)O1)NCCN1CCCCC1
  13 | 0.3
C[C@H](CO)N1C[C@H](C)[C@@H](CN(C)Cc2cccnc2)Oc2cc(C3=CCCCC3)ccc2S1(=O)=O
  27 | nt
C[C@@H]1CN([C@@H](C)CO)C(=O)c2cc(NC(=O)CCCN(C)C)ccc2O[C@H]1CN(C)Cc1ccncc1
  -2 | 4.8
COCC(=O)Nc1ccc2c(c1)OC[C@H](C)N(C(=O)COC)C[C@@H](C)[C@H](OC)CN(C)C2=O
  9 | -0.1
O=C(C[C@@H]1CC[C@H](NC(=O)C2CCC2)[C@H](CO)O1)NC1CCCCC1
  8 | 0.0
O=C(C[C@@H]1C[C@@H]2c3cc(NC(=O)NC4CCCC4)ccc3O[C@@H]2[C@H](CO)O1)NC1CCCC1
  -18 | 0.2

Carrying on.
Every second line gives: PRC2 inh | IDH1 mut inh
C[C@@H]1CN([C@@H](C)CO)S(=O)(=O)c2ccc(-c3ccccc3)cc2O[C@@H]1CN(C)C(=O)c1ccccc1F
  -17 | 2.0
C[C@H]1CN([C@@H](C)CO)C(=O)c2cccc(NC(=O)C3CCCCC3)c2O[C@H]1CN(C)Cc1ccc(Cl)c(Cl)c1
  nt | -2.6
CC(C)(C)[C@@H]1C=C(C(=O)N2CCCCCCC2)O[C@H](OCc2ccc(CO)cc2)C1
  5 | nt
O=C(CCCCCCC(=O)N/N=C/c1cccnc1Br)NO
  13 | 0.0
C[C@@H]1CN([C@H](C)CO)C(=O)CCCn2nncc2CO[C@H]1CN(C)S(=O)(=O)c1ccc2ccccc2c1
  -7 | -1.5
COCCCNC(=O)[C@]1(Cc2ccccc2N=[N+]=[N-])N=C(c2ccc(OCCCO)cc2)O[C@@H]1c1ccccc1N=[N+]=[N-]
  -5 | nt
O=C(CCCCC(=O)N/N=C/c1cccnc1Cl)NO
  -2 | nt
COCC(=O)Nc1ccc2c(c1)OC[C@@H](C)N(C(C)=O)C[C@@H](C)[C@H](OC)CN(C)C2=O
  12 | 0.2
C[C@H]1CN([C@@H](C)CO)C(=O)c2cccc(NS(=O)(=O)c3ccccc3)c2O[C@@H]1CN(C)C(=O)Nc1ccc(F)cc1
  -3 | nt
COCC(=O)Nc1ccc2c(c1)OC[C@@H](C)N(C(C)=O)C[C@H](C)[C@@H](OC)CN(C)C2=O
  -4 | 0.2

Next part.
Every second line gives: PRC2 inh | IDH1 mut inh
OCc1ccc(-c2cc[n+](Cc3cc4c(cc3Br)OCO4)cc2)cc1
  0 | nt
C[C@@H]1CN([C@@H](C)CO)C(=O)Cc2cc(NC(=O)Nc3ccc4c(c3)OCO4)ccc2O[C@@H]1CN(C)CC1CCCCC1
  -11 | 2.1
CC(C)C(NC(=O)c1ccc(O)cc1)C(=O)N1CCCC1C(=O)Nc1c(O)cccc1C(=O)O (stereo not given)
  nt | 0.4
C[C@@H]1CN([C@@H](C)CO)S(=O)(=O)c2ccc(C#CC3CC3)cc2O[C@@H]1CN(C)C(=O)C1CCCCC1
  -6 | nt
Cc1ccc(C(=O)NC(=S)NCc2ccco2)cc1[N+](=O)[O-]
  0 | 0.5
CCCC#Cc1cnc2c(c1)C(=O)N([C@@H](C)CO)C[C@H](C)[C@@H](CN(C)C(=O)c1cccc(F)c1)O2
  -19 | -2.9
C[C@@H]1CCCCO[C@@H](CN(C)S(=O)(=O)c2cn(C)cn2)[C@H](C)CN([C@@H](C)CO)C(=O)c2cc(N(C)C)ccc2O1
  2 | nt
COC(=O)C[C@@H]1C[C@@H]2c3cc(NC(=O)Nc4ccc(C(F)(F)F)cc4)ccc3O[C@@H]2[C@H](CO)O1
  -40 | 0.0
COc1ccc(-c2oc(NC(=O)Cc3ccc(OC)c(OC)c3)c(C#N)c2-c2ccc(OC)cc2)cc1
  -2 | 0.3
COc1ccccc1NC(=O)N(C)C[C@H]1Oc2ncc(Br)cc2C(=O)N([C@H](C)CO)C[C@@H]1C
  3 | nt

(next part)
Every second line gives: PRC2 inh | IDH1 mut inh
C[C@@H]1CN([C@H](C)CO)C(=O)c2cccc(NS(=O)(=O)c3cn(C)cn3)c2O[C@H]1CN(C)Cc1ccc(Oc2ccccc2)cc1
  nt | 1.3
Cc1ccc(S(=O)(=O)N(C)C[C@H]2Oc3ccc(NC(=O)Nc4cccc5ccccc45)cc3CC(=O)N([C@@H](C)CO)C[C@@H]2C)cc1
  nt | 0.4
COc1ccc(S(=O)(=O)N(C)CC(=O)Nc2c(C)cc(C)cc2C)cc1
  nt | 0.8
COc1ccc(S(=O)(=O)Nc2ccc3c(c2)CC(=O)N([C@H](C)CO)C[C@H](C)[C@@H](CN(C)CC2CC2)O3)cc1
  4 | -6.2
CN(C)CC(=O)Nc1ccc2c(c1)[C@@H]1C[C@@H](CC(=O)NCc3ccc(Cl)cc3)O[C@@H](CO)[C@@H]1O2
  -13 | -0.1
CC(=O)N(C)C[C@H]1Oc2ncc(C#Cc3ccc(F)cc3)cc2C(=O)N([C@H](C)CO)C[C@H]1C
  -5 | -0.3
COCC(=O)N(C)C[C@@H]1Oc2cc(Br)ccc2S(=O)(=O)N([C@H](C)CO)C[C@H]1C
  2 | -1.5
COc1ccc(CC(=O)Nc2ccc(O)cc2C(=O)O)cc1OC
  1 | -1.7
C[C@H](CO)N1C[C@H](C)[C@@H](CN(C)C)Oc2cc(C3=CCCC3)ccc2S1(=O)=O
  1 | 3.3
NNc1nncc2ccccc12
  2 | 3.7

Remaining list, next part
Every second line gives: PRC2 inh | IDH1 mut inh
COc1cc(NC(=O)C(C)Oc2ccc(Cl)cc2Cl)c(OC)cc1Cl (stereo not given)
  23 | -0.4
O=C(N[C@@H]1CC[C@H](CCNC(=O)C2CC2)O[C@@H]1CO)c1ccccn1
  4 | 0.2
CC(=O)N(C)C[C@H]1Oc2ncc(-c3ccc(C)cc3)cc2C(=O)N([C@H](C)CO)C[C@@H]1C
  -8 | 3.2
CC(=O)C(O)(C(=O)OCc1ccc(O[C@@H]2O[C@H](CO)[C@@H](O)[C@H](O)[C@H]2O)cc1)C(C)C (stereo not given in full)
  nt | 1.7
NC(=O)c1c(NC(=O)COc2ccc3ccccc3c2)sc2c1CCCCCC2
  1 | -0.3
O=C(O)C1=C[C@H](c2ccc(Br)cc2)C[C@H](OCCCCO)O1
  -15 | nt
C[C@@H]1CCCCO[C@H](CN(C)C(=O)c2ccncc2)[C@H](C)CN([C@@H](C)CO)C(=O)c2cc(NC(=O)CCC(F)(F)F)ccc2O1
  nt | 1.3
COCCOC(=O)N1C(=O)[C@@]2(c3cc(C#CCC(C(=O)OC)C(=O)OC)ccc31)[C@H](C(=O)N1CCc3cc(OC)c(OC)cc3C1)[C@H]1C(=O)O[C@H](c3ccccc3)[C@H](c3ccccc3)N1[C@@H]2c1ccccc1OCCO
  -21 | 0.0
C[C@H](CO)N1C[C@H](C)[C@@H](CN(C)CC2CC2)Oc2c(NS(=O)(=O)c3ccc(Cl)cc3)cccc2C1=O
  -1 | 0.9
O=C(Cc1ccncc1)NCC[C@H]1CC[C@@H](NC(=O)C2CCC2)[C@H](CO)O1
  4 | 0.3
O=C(N[C@@H]1CC[C@@H](CC(=O)N2CCCCC2)O[C@@H]1CO)c1ccccn1
  1 | 0.7

These rows are one share of the data. The share of hits here may be higher or lower than overall.
